ASAP1 inh: inhibitors of human ASAP1 ArfGAP activity; Q9ULH1; ASAP1-stimulated ARF1 GTP hydrolysis, GDP FP detection; inhibition, % at 16.5 µM; 360,000 compounds, 0.19% hits; AID 624377; in the data active = inhibition above about 25%;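 note: 0% = vehicle with enzyme and substrate and 100% = no enzyme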
Rev-erbA mod: modulators of human Rev-erb alpha DNA binding. Rev-erbα–FITC-DNA binding, fluorescence polarization, 90 min. 370,000 compounds, 0.79% hits. P20393. activity, % at 10 µM;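 active = activity above about 14%, limit read from the data; passing the limit was not always enough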;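 note: 0% = DMSO wells with 35 nM protein and 100% = DMSO wells with 750 nM protein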
ARFGAP1 inh: rat ARFGAP1 inhibition | 360,000 compounds, 0.26% hits | inhibition, % at 16.5 µM | Arfgap1-stimulated ARF1 GTP hydrolysis, GDP FP detection | AID 651572;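 active = inhibition above a per-plate limit, mean inhibition of low control wells plus 3 SD, cut at about 25% in these data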;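 note: 0% = DMSO wells with enzyme and 100% = wells lacking Arfgap1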
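System: truncated rat Arfgap1 GAP domain / Benchmarks: high control wells lacking Arfgap1, low control full reaction with DMSO / Times: compound-enzyme preincubation 20 min, reaction 120 min, detection 60 min, 25 °C / Repeats: one replicate per compound / Also added: human ARF1(Δ1-17)-GTP substrate / Measured by: Tracer-displacement fluorescence polarization with EDTA stop, 620/688 nm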
PG9 binder: binds the HIV-1 gp120 antibody PG9. AID 624416. inhibition, % at 6.7 µM. 360,000 compounds, 0.43% hits. TR-FRET gp120-PG9 antibody binding; in the data active = inhibition above about 8.5%
NPR1 activator: GC-A (human) enzyme activation. P16066. HEK293 GC-A cells, cGMP TR-FRET, EC30 ANP; 0% at EC30 ANP, 100% saturating ANP. activation, % at 10 µM. 370,000 compounds, 0.14% hits. AID 1671463; in the data active = activation above about 40%
Target sequence (P16066 whole entry, looked up): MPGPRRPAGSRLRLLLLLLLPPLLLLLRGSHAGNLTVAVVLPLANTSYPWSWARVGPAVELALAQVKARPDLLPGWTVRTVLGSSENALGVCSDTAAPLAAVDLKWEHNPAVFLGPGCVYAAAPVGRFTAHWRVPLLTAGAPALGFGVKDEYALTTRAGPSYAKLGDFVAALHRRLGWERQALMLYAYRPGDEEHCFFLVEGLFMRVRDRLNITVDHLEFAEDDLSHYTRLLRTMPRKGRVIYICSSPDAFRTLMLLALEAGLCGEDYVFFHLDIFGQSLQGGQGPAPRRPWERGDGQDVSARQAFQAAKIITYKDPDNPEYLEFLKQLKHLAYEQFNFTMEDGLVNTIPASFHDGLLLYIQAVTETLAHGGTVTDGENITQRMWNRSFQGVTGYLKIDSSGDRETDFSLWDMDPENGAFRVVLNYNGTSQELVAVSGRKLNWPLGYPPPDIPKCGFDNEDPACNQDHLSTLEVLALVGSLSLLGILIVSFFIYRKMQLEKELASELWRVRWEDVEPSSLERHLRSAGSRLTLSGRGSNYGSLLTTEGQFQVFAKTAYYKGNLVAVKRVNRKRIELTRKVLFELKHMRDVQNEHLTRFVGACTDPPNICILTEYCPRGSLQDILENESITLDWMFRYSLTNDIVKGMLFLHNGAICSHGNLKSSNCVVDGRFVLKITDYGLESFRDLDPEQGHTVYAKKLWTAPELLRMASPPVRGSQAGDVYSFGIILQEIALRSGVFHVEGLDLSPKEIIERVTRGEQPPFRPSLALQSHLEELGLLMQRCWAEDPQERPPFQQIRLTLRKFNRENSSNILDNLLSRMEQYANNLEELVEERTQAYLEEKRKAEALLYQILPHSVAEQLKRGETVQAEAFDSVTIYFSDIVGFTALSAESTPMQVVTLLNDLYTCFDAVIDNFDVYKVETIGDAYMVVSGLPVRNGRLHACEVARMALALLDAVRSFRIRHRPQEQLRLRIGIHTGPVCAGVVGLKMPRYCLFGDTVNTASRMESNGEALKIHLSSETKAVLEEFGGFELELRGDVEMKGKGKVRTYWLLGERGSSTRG
rCAG binder: r(CAG) repeat RNA binding. TO-PRO-1 dye displacement fluorescence. inhibition, % at 3 µM. 370,000 compounds, 1.3% hits. AID 651821;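 active = inhibition above the plate cutoff, the mean of all test compounds on that plate plus 3 SD, cut at about 35% in these data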;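 note: 0% = DMSO alone and 100% = 100 µM mitoxantrone as full dye displacement; higher means more dye released from RNA so lower well fluorescence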
HTRA1 inh: inhibitors of human serine peptidase HTRA1. inhibition, % at 5.96 µM. AID 504803. Q92743. recombinant HTRA1, FP-rhodamine activity-based probe, fluorescence polarization. 340,000 compounds, 0.5% hits; in the data active = inhibition above about 36%;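 note: 0% = enzyme with DMSO and 100% = wells lacking enzyme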
ABHD4 inh: inhibitors of mouse ABHD4; purified mABHD4, FP-Rh probe fluorescence polarization; inhibition, % at 8.92 µM; 370,000 compounds, 0.54% hits;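 active = inhibition exceeding the mean over every tested compound plus 3 SD, cut at about 30% in these data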;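 note: 0% = plate median of compound wells and 100% = S159A mutant with DMSO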
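Doses – 8.92 µM, single dose · Material – wild-type mouse ABHD4 protein · Replication – single well per compound (singlicate) · Measure – percent inhibition of probe binding, normalized to plate controls · Schedule – 45 min compound pre-incubation plus 60 min probe step, 25 °C · Detection – fluorescence polarization with parallel and perpendicular emission, 525/598 nm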
NPR2 activator: GC-B (human) receptor activation; HEK293-GC-B cells, CNP EC30, cGMP TR-FRET; 0% at EC30 CNP, 100% saturating CNP; P20594; 370,000 compounds, 0.11% hits; activation, % at 10 µM; AID 1920062;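 active = activation at 10 µM reaching about 35% in either raw or pattern-adjusted values, limit read from the data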
SMARCA2 activ: increases SMARCA2 function in MMTV reporter cells; activation, % at 9.1 µM; 370,000 compounds, 1% hits; MG213 cells, MMTV-luciferase reporter, dexamethasone, overnight; AID 652017; in the data active = activation above about 7.8%;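 note: 0% = vehicle wells and 100% = reference activator wells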
Active calls of the source: *; x = no result given.

Screens in order: ASAP1 inh | Rev-erbA mod | ARFGAP1 inh | PG9 binder | NPR1 activator | rCAG binder | HTRA1 inh | ABHD4 inh | NPR2 activator | SMARCA2 activ
COc1ccc(NC2CCCN(C(=O)c3cccc(C(F)(F)F)c3)C2)cc1OC (stereo unspecified)
  11.4 | 1.4 | 0.2 | -5.8 | -3.4 | -3.1 | 6.0 | 9.8 | 3.5 | 0.0
Cc1cc(C)c2c(NC(=O)C3CC3)nn(C)c2n1
  -2.3 | -7.3 | 0.1 | 1.1 | 2.5 | 2.1 | 5.8 | -1.4 | 6.2 | 1.7
COc1ccccc1NC(=O)CCc1c(C)nc2c(-c3ccc(F)cc3)c(C)nn2c1C
  2.1 | 1.5 | 7.3 | 0.0 | -8.4 | -3.4 | -7.5 | -2.0 | -10.6 | 2.4
Cc1ccccc1N(C(=O)c1snc(C(N)=O)c1N)C(C(=O)NCc1ccccc1)c1ccc(O)cc1 (stereo unspecified)
  7.1 | 18.7* | 8.3 | 29.8* | -24.4 | 5.4 | -45.9 | -10.7 | -9.6 | -0.3
COC(=O)c1cc(S(=O)(=O)NCC2CCN(CCc3cccs3)CC2)cn1C
  1.5 | 7.8 | -9.1 | 0.3 | 0.2 | -3.6 | 9.4 | -2.7 | 2.3 | 0.2
NC(=O)C1CCN(C(c2ccccc2F)c2nnnn2Cc2ccco2)CC1 (stereo unspecified)
  -11.8 | -5.8 | 14.7 | 2.3 | -2.8 | 4.5 | -2.3 | -2.6 | 1.0 | -6.2
COc1ccc(NC(C)=O)cc1NC(=O)CN1CCN(CC(=O)Nc2ccccc2Cl)CC1
  12.7 | 10.4 | -0.7 | -2.4 | -0.2 | -6.9 | -0.6 | -4.6 | 3.2 | 0.7
COc1ccc(-c2nnc(NC(=O)Cc3ccccc3)o2)cc1
  -5.0 | -5.5 | -1.3 | -0.1 | 3.6 | 3.0 | 2.9 | 3.9 | 0.5 | -0.3
Cc1nn(-c2ccccc2)c(C)c1NC(=O)COC(=O)CCOc1ccccc1
  -11.8 | 1.2 | 12.5 | 0.3 | -1.2 | -3.8 | 3.0 | 3.5 | -0.2 | 4.3
CCn1c(CN(C)c2ccccc2)nc2ccccc21
  -1.3 | 5.6 | 0.5 | -0.6 | -6.4 | 2.9 | -2.5 | -0.3 | -5.2 | 0.6
COc1ccc(C2CC(c3ccc(F)cc3)Nc3nc(N)nn32)cc1OC (stereo unspecified)
  -7.8 | -2.5 | -5.7 | 0.1 | 0.1 | -0.4 | 1.5 | -2.2 | 2.3 | -1.3
COc1ccc(-c2cnc3c(NC=O)cc(-c4ccccc4OC)cn23)cc1OC
  -5.2 | -5.3 | -10.7 | -0.7 | 6.4 | 6.6 | x | 5.3 | 20.1 | 4.1
O=C(c1ccco1)N1CCN(C(=O)c2cc(-c3ccncc3)nc3ccc(Br)cc23)CC1
  0.4 | 1.3 | 2.8 | -0.5 | 0.0 | 6.4 | 1.3 | -10.2 | 0.2 | 1.1
Cc1ccc2nc(SCC(=O)c3c(C)[nH]c4ccccc34)[nH]c2c1
  -0.9 | 3.4 | -0.1 | 0.2 | -3.8 | 13.5 | -70.1 | -23.5 | 1.9 | -3.6
CC(C)n1cnc2cc(NCc3ccccc3O)ccc21
  0.5 | -2.1 | 7.4 | -2.5 | -1.9 | -2.5 | 19.9 | 3.8 | 5.2 | 0.1
CC(C)c1nnc(SCC(=O)Nc2ccc3c(c2)OCO3)n1C
  0.2 | 2.7 | 6.9 | 0.1 | 0.7 | 3.3 | -2.1 | 5.3 | 6.0 | 2.2
Cc1cc(C=O)c(C)c2c1[nH]c1ccccc12
  8.8 | 0.8 | 5.3 | -0.6 | -13.6 | 5.3 | -38.5 | -0.8 | -4.4 | 1.0
Cc1ccc(S(=O)(=O)N2CCN(C(=O)CNC(=O)c3ccc(Cl)cc3)CC2)cc1
  -1.7 | 1.6 | -1.9 | -0.6 | 0.6 | 3.1 | 8.9 | 0.7 | 1.9 | -3.0
CCn1ncc(C2=NOC(C(=O)Nc3cc(OC)c(Cl)cc3OC)C2)c1C (stereo unspecified)
  3.1 | 2.4 | -5.6 | -2.2 | 7.3 | -2.0 | 6.0 | -1.1 | -1.1 | 6.0
O=C(O)c1ccc(-n2nc(C(F)(F)F)cc2-c2cccs2)cc1
  9.7 | -2.2 | 5.1 | -0.3 | 0.0 | 8.3 | 4.9 | -9.7 | 4.4 | 7.1
Cc1ccc(S(=O)(=O)Nc2ccc(O)c(Sc3ncn[nH]3)c2)cc1
  3.8 | -4.1 | 4.1 | 0.3 | 1.4 | 4.0 | 7.8 | 6.2 | 2.6 | 0.7
COC(CNC(=O)c1ccc2c(c1)nc(C)n2-c1cc(C)cc(C)c1)OC
  -2.5 | -0.3 | 7.8 | -0.2 | 0.1 | -6.2 | -1.2 | -8.0 | 1.8 | -3.7
CN(/N=C/c1ccncc1)c1cnn(-c2ccc(F)c(Cl)c2)c(=O)c1Cl
  -13.5 | -12.5 | 7.6 | -0.6 | -2.5 | 1.1 | -2.9 | 0.8 | 1.8 | 5.3
NC(=O)C1CCN(C(=O)CCc2nc3sc4c(c3c(=O)[nH]2)CCCC4)CC1
  0.5 | -12.7 | -0.5 | 1.6 | 0.5 | 8.2 | 5.6 | 10.4 | -0.9 | -0.3
O=C(O)C1CCC(NSc2ccccc2[N+](=O)[O-])CC1 (stereo unspecified)
  13.2 | -6.3 | 11.8 | -2.8 | 0.8 | 1.2 | -0.1 | -4.7 | -2.8 | 5.0
Cc1cc(C(=O)N2CCCC(C(=O)c3cccc(C(F)(F)F)c3)C2)n[nH]1 (stereo unspecified)
  -3.2 | 1.1 | 3.8 | 0.5 | 3.4 | -7.5 | -5.6 | 2.0 | -1.3 | -2.3
CCCCCCOc1ccc(N2C(=O)CC(NCc3ccc(S(N)(=O)=O)cc3)C2=O)cc1 (stereo unspecified)
  -5.7 | -1.4 | 8.0 | 0.5 | -1.5 | 8.2 | 3.4 | -4.5 | -5.0 | -0.3
O=C(NCc1ccc2c(c1)OCO2)C1CCCN(S(=O)(=O)c2cccc3cccnc23)C1 (stereo unspecified)
  13.9 | 8.6 | -5.3 | -1.3 | 4.5 | -2.4 | 3.9 | -1.6 | -5.6 | 5.0
O=C(CC1C(=O)NCCN1Cc1ccc(Cl)c(F)c1)NC1CCCCC1 (stereo unspecified)
  -16.1 | 9.0 | -3.3 | -2.5 | -6.2 | 2.1 | -3.4 | 5.6 | 1.3 | -0.5
Cc1ccc(/C=C2\SC(=S)N(CCCC(=O)Nc3cccc(C(=O)O)c3)C2=O)cc1
  -11.6 | -6.6 | 8.9 | -1.4 | 1.3 | 8.6 | -3.3 | -3.8 | 3.8 | -4.9

With a hit mark in PG9 binder (from the list above):
| SMILES | ASAP1 inh | Rev-erbA mod | ARFGAP1 inh | PG9 binder | NPR1 activator | HTRA1 inh | NPR2 activator | SMARCA2 activ |
| --- | --- | --- | --- | --- | --- | --- | --- | --- |
| Cc1ccccc1N(C(=O)c1snc(C(N)=O)c1N)C(C(=O)NCc1ccccc1)c1ccc(O)cc1 (stereo unspecified) | 7.1 | 18.7* | 8.3 | 29.8* | -24.4 | -45.9 | -9.6 | -0.3 |

Molecules shown so far with a furan ring, fused or not:
Screens in order: ASAP1 inh | Rev-erbA mod | ARFGAP1 inh | PG9 binder | NPR1 activator | rCAG binder | HTRA1 inh | ABHD4 inh | NPR2 activator | SMARCA2 activ
NC(=O)C1CCN(C(c2ccccc2F)c2nnnn2Cc2ccco2)CC1 (stereo unspecified)
  -11.8 | -5.8 | 14.7 | 2.3 | -2.8 | 4.5 | -2.3 | -2.6 | 1.0 | -6.2
O=C(c1ccco1)N1CCN(C(=O)c2cc(-c3ccncc3)nc3ccc(Br)cc23)CC1
  0.4 | 1.3 | 2.8 | -0.5 | 0.0 | 6.4 | 1.3 | -10.2 | 0.2 | 1.1

Continuation.
Screens in order: ASAP1 inh | Rev-erbA mod | ARFGAP1 inh | PG9 binder | NPR1 activator | rCAG binder | HTRA1 inh | ABHD4 inh | NPR2 activator | SMARCA2 activ
CN(C)C(=S)Nc1ccc(Br)c(Cl)c1
  8.8 | -4.8 | 14.7 | -1.6 | 2.4 | -1.4 | 1.1 | -1.9 | -0.1 | -4.1
CCOc1ccc(N(C(=O)Nc2ccccc2)C2=NCCC2)cc1
  -9.1 | 0.9 | 5.2 | -2.3 | 5.6 | 0.1 | -6.6 | 3.8 | 0.8 | -1.3
C[C@@H]1CN([C@@H](C)CO)C(=O)CCCn2nncc2CO[C@H]1CN(C)Cc1ccc(Oc2ccccc2)cc1
  -24.1 | 0.4 | 4.2 | 0.0 | 0.9 | 1.6 | -1.4 | 1.1 | 0.8 | -0.3
Cc1cccc(N2CCN(C(=O)c3c(Cl)cnn3C)CC2)c1C
  -1.7 | -0.9 | 10.9 | 0.0 | -3.1 | -8.1 | -2.0 | 0.1 | -4.0 | -0.6
COc1cccc(NS(=O)(=O)c2cn(C)c(=O)n(C)c2=O)c1
  -0.3 | -0.1 | -0.6 | -0.2 | 0.7 | 0.0 | -4.0 | -2.3 | 1.3 | 0.0
Fc1ccc(CSc2ccc(-c3ccco3)nn2)cc1
  -8.6 | 1.2 | 0.9 | -1.3 | -1.4 | 20.8 | -5.7 | 13.5 | -0.6 | -2.1
O=C(COC(=O)[C@@H]1CCCN1S(=O)(=O)c1ccccc1F)Nc1ccc(OC(F)F)cc1
  -3.1 | -1.5 | -4.3 | -0.7 | 4.1 | -0.9 | -5.4 | -4.0 | -0.8 | 0.4
O=C(CC1SC(=Nc2ccccc2)N(CCO)C1=O)Nc1ccccc1 (stereo unspecified)
  7.1 | 1.0 | 7.1 | 0.2 | -1.7 | -1.3 | -1.9 | 1.1 | 6.7 | -0.8
COc1ccc(CNCc2c(C(=O)N(C)C)nc3ccc(Cl)cn23)c(OC)c1
  -1.6 | -2.3 | -5.5 | -1.0 | -5.7 | -5.2 | -0.1 | 0.8 | -4.2 | 0.8
O=[N+]([O-])c1cc(C(F)(F)F)cc([N+](=O)[O-])c1NCCNC(=S)Nc1ccc(Cl)c(Cl)c1
  -6.8 | 8.7 | 9.1 | -0.7 | -3.6 | 35.9* | -11.9 | -17.5 | 3.0 | -8.9
O=C(CCC1COc2ccccc2O1)NCC1COc2ccccc2O1 (stereo unspecified)
  12.4 | -2.4 | 8.6 | -0.8 | -2.8 | -3.0 | -1.6 | 0.6 | -0.8 | 0.7
O=c1onc(-c2ccccc2)n1-c1cc(Cl)cc(Cl)c1
  -9.9 | -4.1 | -5.3 | -2.5 | -8.7 | -5.1 | x | 1.2 | 2.9 | -5.0
O=C(CCC(=O)Nc1ccc(F)cc1)N/N=C/c1ccncc1
  3.8 | -0.8 | -5.0 | -1.9 | -3.5 | -0.7 | -6.1 | -4.3 | -1.6 | 0.1
N#C/C(=C\c1ccc(-c2ccc([N+](=O)[O-])cc2)o1)C(=O)Nc1nc(-c2cccs2)cs1
  11.6 | -28.8 | -8.2 | 0.0 | -3.1 | 10.4 | -22.9 | 1.8 | -4.7 | 0.3
COc1cc(F)ccc1S(=O)(=O)N1CCN(C23CC4CC(CC(C4)C2)C3)CC1
  -7.2 | -0.1 | 7.0 | 1.2 | -0.7 | -4.6 | -7.8 | 0.4 | 4.2 | -1.3
Cc1ccc(C)c2c(N)c3c(nc12)CCCCC3 (tested in a mixture with another compound)
  -1.6 | -3.8 | -1.1 | -0.7 | 6.8 | 10.6 | 1.2 | 1.9 | -8.4 | 0.9
